# Bioassay records: PubChem BioAssay, several laboratories
# Cdc42 wt GTP = human Cdc42 wildtype GTP binding change, either direction. AID 761. P60953. percent activity (GTP binding), % at 10 µM. actives 0.2% (n = 190,000). GST-Cdc42 beads, Bodipy-GTP binding, flow cytometry; actives lie on both sides;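 active means percent activity GTP binding at least 20 points away from the 100% baseline, either down as inhibitor or up as activator; inconclusive means compound flagged as likely green fluorescent from well-wide comparison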;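 further: median bead fluorescence of bound Bodipy-FL-GTP at 100 nM; 0% = excess unlabeled GTP control and 100% = no compound control; below 100% means less GTP binding so inhibitor and above means activator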
# Target sequence (P60953 whole entry, looked up): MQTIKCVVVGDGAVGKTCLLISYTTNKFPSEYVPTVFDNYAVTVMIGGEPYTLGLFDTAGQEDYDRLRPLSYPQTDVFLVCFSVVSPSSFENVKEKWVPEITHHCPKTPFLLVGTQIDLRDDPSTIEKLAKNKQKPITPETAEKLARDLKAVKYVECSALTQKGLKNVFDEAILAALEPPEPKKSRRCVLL
# Avidin bead fluor = avidin bead compound fluorescence profile; Avidin beads, compound fluorescence 488/530 nm, flow cytometry; active compounds read high; fluorescence (KMESF) at 10 µM; actives 0.38% (n = 220,000); AID 1775; in the data active means fluorescence above about 47; further: inactives centre near 10
# Rac1 wt GTP bind = alters GTP binding to wildtype human Rac1; actives 0.27% (n = 190,000); P63000; GST-Rac1 beads, fluorescent GTP binding, flow cytometry; actives lie on both sides; 0 = cold GTP competed, 100 = untreated; GTP binding activity (% of control), % at 10 µM;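 active means GTP binding activity at least 20 points away from the 100% control level, either lower or higher; inconclusive means compound flagged as likely green fluorescent, judged across all proteins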
# Pf gamet viab = kills late stage P. falciparum gametocytes; P. falciparum stage V gametocytes, ATP luminescence, 24 h; inhibition, % at 10.9 µM; actives 0.065% (n = 150,000); AID 743093;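 active means inhibition above the mean plus 3 SD of compounds within the control limits, set per campaign, cut at about 38% in these data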;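 further: 0% = DMSO wells and 100% = medium only without gametocytes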
# Mcl1-Noxa inh = disrupts binding of human Mcl-1 to Noxa peptide. Q07820. TR-FRET Mcl-1/Noxa peptide binding, 2 h. inhibition, % at 21.7 µM. actives 1.5% (n = 220,000). AID 1022;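 active means compounds that cut the protein-peptide binding signal by more than 50% relative to plate controls in a single-dose test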;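 further: His-tagged Mcl-1 with rhodamine Noxa BH3 peptide and terbium anti-His antibody; 0% = Mcl-1 plus Noxa peptide wells and 100% = peptide-only wells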
# Target sequence (Q07820 whole entry, looked up): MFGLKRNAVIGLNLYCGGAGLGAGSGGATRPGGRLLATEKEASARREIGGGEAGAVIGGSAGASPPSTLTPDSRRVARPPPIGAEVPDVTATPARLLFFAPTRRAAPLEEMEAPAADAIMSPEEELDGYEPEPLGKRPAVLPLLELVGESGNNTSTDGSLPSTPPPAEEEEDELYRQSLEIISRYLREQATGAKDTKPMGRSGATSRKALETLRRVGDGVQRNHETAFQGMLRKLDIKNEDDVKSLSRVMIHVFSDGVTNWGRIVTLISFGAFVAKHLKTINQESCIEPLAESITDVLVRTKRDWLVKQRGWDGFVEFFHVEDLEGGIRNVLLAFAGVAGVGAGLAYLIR
# Rab2A wt mod = changes GTP binding to wildtype dog Rab2A, up or down | actives 0.19% (n = 190,000) | GTP binding activity, % at 10 µM | GST-Rab2 wt beads, Bodipy-GTP binding, flow cytometry | P61105 | AID 760;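 active means GTP binding activity at least 20 points away from 100%, either lowered or raised; inconclusive means signal likely due to the compound's own green fluorescence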;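 further: 0% = beads with excess unlabeled GTP and 100% = no-compound control corrected for plate trend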
# Mcl1 Bid PPI = disrupts binding of human Mcl-1 to Bid peptide; TR-FRET Mcl-1/Bid-Dy647 peptide binding, 1536-well; inhibition, % at 21.7 µM; actives 0.97% (n = 220,000);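 active means compounds that cut the binding signal by more than half at the single screening dose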;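 further: His-tagged Mcl-1 with europium anti-His antibody binding Bid BH3 peptide; 0% = Mcl-1 plus peptide wells and 100% = peptide-only wells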
# HRas wt GTP bind = human HRas wildtype GTP binding, change in either direction | P01112 | GST-Ras wt beads, Bodipy-FL-GTP binding, flow cytometry; actives lie on both sides | GTP binding activity, % at 10 µM | actives 0.14% (n = 190,000) | AID 759;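 active means GTP binding activity at least 20% away from the 100% baseline, either lowered as inhibitor or raised as activator; inconclusive means flagged as likely green fluorescent, judged across all proteins in the well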;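 further: 0% = unlabeled GTP competition control and 100% = no-compound control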
# Target sequence (P01112 whole entry, looked up): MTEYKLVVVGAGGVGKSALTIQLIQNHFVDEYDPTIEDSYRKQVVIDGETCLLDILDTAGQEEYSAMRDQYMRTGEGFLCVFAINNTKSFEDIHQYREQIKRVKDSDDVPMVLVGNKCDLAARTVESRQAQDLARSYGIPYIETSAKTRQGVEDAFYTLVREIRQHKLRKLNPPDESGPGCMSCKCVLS
# Rac1 mut GTP = modulators of GTP binding to human Rac1 activated mutant; AID 764; percent activity (GTP binding), % at 10 µM; GST-Rac1 activated beads, fluorescent GTP binding, flow cytometry; actives lie on both sides; 100% means binding = to untreated wells; actives 0.11% (n = 190,000);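 active means GTP binding at least 20 percentage points away from the 100% baseline, in either direction, so actives lie on both sides; inconclusive means Compound likely fluorescent itself, or too few beads counted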
# Rab7 wt modul = dog Rab7 wildtype GTP binding, inhibitors and activators; GST-Rab7 beads, fluorescent GTP binding, flow cytometry; actives lie on both sides; untreated = 100%, excess cold GTP = 0%; GTP binding activity (percent of control), % at 10 µM; actives 0.055% (n = 190,000); AID 758;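 active means fluorescent GTP binding to Rab7 beads changed by at least 20 points from the 100% baseline, either direction, mostly lower; inconclusive means compound itself probably fluorescent, or too few beads counted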;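 further: median green fluorescence of bound Bodipy-FL-GTP per Rab7 bead population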
# Bim-Mcl-1 = human Bim-Mcl-1 interaction inhibition; inhibition, % at 10 µM; Q07820; actives 0.1% (n = 190,000); Bead-based flow cytometry, Bim peptide-Mcl-1 binding; AID 1009; in the data active means inhibition above about 40%;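 further: 0% = no compound tracer wells and 100% = peptide blocker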
# The depositor's hits bear a star; ? = inconclusive; . = no result given.
SMILES,Cdc42 wt GTP,Avidin bead fluor,Rac1 wt GTP bind,Pf gamet viab,Mcl1-Noxa inh,Rab2A wt mod,Mcl1 Bid PPI,HRas wt GTP bind,Rac1 mut GTP,Rab7 wt modul,Bim-Mcl-1
O=C1CC(c2ccccc2)N1c1ccccc1 (configuration not stated),99.0,10,96.0,.,-1.3,96.0,-5.5,100.0,94.0,101.0,-3.0
CC(CSc1nnnn1-c1ccccc1)Cn1c(N2CCCC2)nc2c1c(=O)[nH]c(=O)n2C (configuration not stated),98.0,2,102.0,10.2,18.0,101.0,6.3,99.0,97.0,101.0,0.0
CC(=O)N(Cc1ccccc1)c1ncc2c(n1)c(=O)c(C#N)c1ccccn12,96.0,16,99.0,.,18.8,99.0,-8.6,99.0,97.0,101.0,2.0
CSC1=NCCN1S(=O)(=O)c1ccccc1,100.0,11,101.0,-12.8,-5.8,98.0,7.0,99.0,99.0,99.0,-1.0
Cc1ccc(/C=N/NC(=O)c2ccccn2)s1,103.0,8,105.0,-0.1,-4.7,101.0,-27.5,100.0,101.0,101.0,-1.0
CC(=O)Nc1ccc(S(=O)(=O)Oc2ccc(/C=N/NC(=O)c3ccc(Cl)cc3)cc2)cc1,98.0,9,97.0,.,0.2,97.0,-32.5,95.0,99.0,97.0,1.0
CC(C)(C)NC(=O)CN(C(=O)C1CSC(=O)C1)c1ccc2c(c1)OCCO2 (configuration not stated),98.0,16,102.0,-11.7,0.2,100.0,-12.5,101.0,98.0,98.0,0.0
O=C(Nc1cc(Cl)ccc1N1CCOCC1)c1cnccn1,109.0,28,115.0,.,5.7,99.0,-5.9,110.0,98.0,106.0,0.0
Cn1c(SCC(=O)Nc2cc(C(C)(C)C)nn2-c2ccccc2)nc2ccccc21,?,4,?,.,-4.3,?,-1.6,?,?,?,-1.0
S=c1[nH]nc(-c2ccc(Cl)cc2)n1Cc1ccccc1,100.0,14,105.0,-12.3,25.8,99.0,-10.2,100.0,96.0,98.0,-3.0
Cc1ccc(-c2cn(-c3ccccc3)c(SCC(N)=O)n2)cc1C,100.0,9,101.0,.,17.1,95.0,86.9*,96.0,96.0,93.0,-7.0
CN(C)c1cccc(C(=O)N/N=C/c2ccsc2)c1,102.0,5,103.0,2.1,10.7,100.0,35.4,99.0,99.0,96.0,-2.0
O=C(NC1CCCC1)C1CCCN1S(=O)(=O)c1cccc2cccnc12 (configuration not stated),107.0,7,109.0,.,-1.4,105.0,-21.7,102.0,103.0,100.0,-1.0
CN(C)S(=O)(=O)N1CCC(CO)(CCc2ccccc2)CC1,97.0,11,97.0,-5.5,1.0,94.0,-32.7,95.0,98.0,96.0,-2.0
Nc1c(C(=O)OCC2CCCO2)c2nc3ccccc3nc2n1C1CCCCC1 (configuration not stated),92.0,27,98.0,.,-3.6,95.0,-0.9,93.0,95.0,91.0,0.0
O=C(O)CCCCC1CCSS1 (configuration not stated),94.0,10,98.0,.,73.7*,95.0,97.2*,94.0,94.0,98.0,-2.0
CCN(CC)c1ccc(S(=O)(=O)Nc2cc(Cl)ccc2Cl)cc1NC(=S)NC(=O)C1CCCC1,89.0,9,91.0,2.2,20.3,91.0,-16.7,93.0,94.0,91.0,-1.0
O=c1c2ccccc2c(/C=N/c2nnc(Cc3ccccc3)s2)c(O)n1-c1ccc(Cl)cn1,98.0,5,101.0,-14.3,11.6,96.0,11.9,98.0,96.0,99.0,-4.0
CC(C)c1ccc(COc2ccc(C(=O)N3CCOCC3)cc2)cc1,98.0,21,99.0,3.0,16.8,99.0,2.2,97.0,94.0,94.0,0.0
Cc1nc(N2CCc3ccccc3C2)[nH]c(=O)c1CCC(C)C,99.0,9,104.0,.,-7.4,97.0,-20.2,100.0,102.0,93.0,0.0
COCC(C)N=C1NN=C(c2c[nH]c3ccccc23)CS1 (configuration not stated),102.0,5,104.0,.,30.9,99.0,2.2,98.0,99.0,96.0,-5.0
CCOC(=O)c1c(NC(=O)CCN2C(=O)c3cccc([N+](=O)[O-])c3C2=O)sc(C(=O)OC(C)C)c1C,98.0,1,99.0,.,19.4,100.0,-0.9,100.0,101.0,100.0,-6.0
CCOC(=O)C1=C(C)NC(=O)NC1c1ccc(OCCO)c(OC)c1 (configuration not stated),104.0,9,109.0,.,-15.6,105.0,-20.4,105.0,101.0,103.0,-2.0
COC(=O)c1ccc(NC(=O)NS(=O)(=O)c2ccc(C)cc2)cc1,98.0,5,101.0,.,-1.1,97.0,8.9,100.0,98.0,96.0,2.0
CCN(CC)c1ccc2cc(S(=O)(=O)c3ccc(C)cc3)c(=O)oc2c1,98.0,16,97.0,.,26.7,94.0,21.9,93.0,95.0,94.0,12.0
CCC(=O)N1CCN(c2ccc(NC(=S)NC(=O)COc3ccccc3)cc2)CC1,96.0,3,98.0,2.3,11.6,96.0,-25.1,98.0,95.0,96.0,-4.0
CC(C)(C)n1nnnc1C(c1ccc(F)cc1)N(Cc1ccc(F)cc1)Cc1ccco1 (configuration not stated),103.0,15,106.0,-4.3,-16.8,101.0,-38.7,103.0,100.0,102.0,0.0
CC1CCC(C(C)C)C(OCC(O)C[N+]2(C)CCCCC2)C1 (configuration not stated),94.0,10,98.0,-16.2,6.9,96.0,-5.4,98.0,96.0,104.0,-3.0
Cc1[nH]c2ccccc2c1C(=O)CSc1n[nH]c(N)n1,87.0,10,96.0,.,12.4,88.0,-6.0,89.0,93.0,94.0,2.0
O=C(O)CCc1c(C(=O)O)[nH]c2ccccc12,97.0,10,97.0,.,8.4,95.0,-62.8,95.0,94.0,93.0,0.0
COCCN(CC(=O)Nc1ccccc1)S(=O)(=O)c1ccc(S(=O)(=O)N2CCCC2)cc1,100.0,5,103.0,12.2,-9.7,97.0,9.8,98.0,100.0,97.0,-1.0
OCCNc1nc(Nc2ccccc2)nc2ccccc12,97.0,6,97.0,.,44.3,97.0,7.5,96.0,95.0,98.0,2.0
CCOC(=O)CSc1ccc(S(=O)(=O)N2CCCC2)cc1[N+](=O)[O-],108.0,9,104.0,20.6,5.9,98.0,9.2,101.0,102.0,98.0,1.0
COc1cccc(CN2CCN(Cc3cc(OC)c(OC)cc3[N+](=O)[O-])CC2)c1,?,34,?,.,0.8,?,35.8,?,?,?,0.0
Nc1nc(SCC(=O)NCCOCCO)nc2sc3c(c12)CCCC3,96.0,10,95.0,6.0,-7.9,98.0,-25.0,93.0,96.0,93.0,1.0
C#CCOCCOCCOCCNc1nc(N2CCN(C(=O)[C@H](Cc3ccc(O)cc3)n3cc([C@@H](N)C(C)CC)nn3)CC2)nc(N2CCN(C(=O)[C@H](CCCCN)n3cc([C@@H](N)CC(C)C)nn3)CC2)n1 (some centres not stated),101.0,6,100.0,.,10.9,99.0,39.8,98.0,99.0,92.0,-1.0
c1ccc(-c2nnnn2CCOCCn2nnnc2-c2ccccc2)cc1,101.0,6,104.0,7.5,5.0,98.0,-9.5,100.0,100.0,96.0,0.0
O=C(NCc1ccc(N2CCCC2=O)cc1)c1cn(CCc2ccccc2)nn1,104.0,26,103.0,5.8,-62.0,98.0,3.6,98.0,99.0,98.0,-4.0
COc1ccc(C2/C(=C(\O)c3cc(C)ccc3C)C(=O)C(=O)N2CCN(C)C)cc1OC (configuration not stated),105.0,17,107.0,.,7.1,102.0,-36.3,102.0,102.0,98.0,1.0
C=CCn1c(SC)nnc1-c1cccc([N+](=O)[O-])c1,96.0,11,100.0,8.6,19.1,100.0,-7.8,100.0,101.0,99.0,-1.0
O=C(OCC(=O)N1CCCCC1)c1ccccc1SCC(=O)N1CCCCC1,96.0,19,91.0,-3.4,9.5,96.0,18.4,93.0,91.0,94.0,2.0
O=c1[nH]c(CSc2nnc(Cc3ccccc3)o2)nc2ccccc12,95.0,6,96.0,-7.5,3.3,96.0,-30.1,97.0,91.0,104.0,-2.0
CN(CCCNC(=O)CN1C(=O)CC(C)(C)S(=O)(=O)c2ccccc21)C1CCCCC1,99.0,11,97.0,21.8,-4.3,95.0,-18.9,96.0,97.0,95.0,0.0
COc1ccc(/C(C)=N/N=C2/NC(=O)CC(C(=O)O)S2)cc1 (configuration not stated),97.0,10,99.0,-5.3,2.3,99.0,3.6,97.0,99.0,97.0,-4.0
CN1CCC(=NNC(=O)C(=O)NC2CCCC2)CC1,100.0,29,105.0,.,15.3,100.0,-6.8,102.0,98.0,101.0,-1.0
Cn1ccnc1SCC(=O)Nc1ccc2nc(SCC(=O)NC3CC3)sc2c1,107.0,12,106.0,.,40.4,103.0,4.9,105.0,103.0,101.0,0.0
Cc1nnc(SCC(=O)N(C)C2CCCCC2)s1,100.0,6,96.0,8.7,7.7,96.0,-8.7,97.0,97.0,96.0,2.0
COc1ccc(N2CCN(C(=O)Cn3nnc(-c4cccs4)n3)CC2)cc1,105.0,12,105.0,.,-3.3,103.0,-13.9,103.0,99.0,102.0,-2.0
COc1ccc(C(=O)c2cnc(/N=C/N(C)C)s2)cc1,100.0,38,98.0,-40.8,1.8,99.0,0.5,99.0,98.0,96.0,0.0
CC(C(=O)OCc1nnc(-c2ccccc2)o1)N1C(=O)c2ccccc2C1=O (configuration not stated),102.0,7,110.0,.,19.4,105.0,-25.7,104.0,100.0,108.0,-6.0
CCCCNCc1cc(OCC)c(OCC(N)=O)cc1Br,102.0,10,98.0,0.7,23.9,98.0,-20.4,102.0,96.0,98.0,0.0
CCOc1ccccc1-n1c(COc2ccc(C)cc2)nnc1SCC(N)=O,104.0,13,110.0,.,-4.6,103.0,-2.5,103.0,101.0,103.0,-8.0
COc1ccc(NC2=NCCC2)cc1,96.0,12,96.0,.,5.5,97.0,-59.6,98.0,95.0,102.0,-1.0
Cn1nnnc1SCC(=O)c1c(N)n(C)c(=O)n(C)c1=O,106.0,33,106.0,21.6,-13.9,103.0,-11.2,103.0,101.0,102.0,-5.0

# 3 entries from above, with two lines to a compound.
# Results follow in this order: Cdc42 wt GTP	Avidin bead fluor	Rac1 wt GTP bind	Pf gamet viab	Mcl1-Noxa inh	Rab2A wt mod	Mcl1 Bid PPI	HRas wt GTP bind	Rac1 mut GTP	Rab7 wt modul	Bim-Mcl-1
COc1ccc(N2CCN(C(=O)Cn3nnc(-c4cccs4)n3)CC2)cc1
 : 105.0	12	105.0	.	-3.3	103.0	-13.9	103.0	99.0	102.0	-2.0
COc1ccc(C(=O)c2cnc(/N=C/N(C)C)s2)cc1
 : 100.0	38	98.0	-40.8	1.8	99.0	0.5	99.0	98.0	96.0	0.0
CC(C(=O)OCc1nnc(-c2ccccc2)o1)N1C(=O)c2ccccc2C1=O (configuration not stated)
 : 102.0	7	110.0	.	19.4	105.0	-25.7	104.0	100.0	108.0	-6.0

# Hits appear at their usual frequency; overall some 2.7% were active at least once.
